From PubChem
EPAC2 antagonist: antagonists of human EPAC2 | Q8WZA2 | EPAC2 GEF exchange of Rap1B-BODIPY-GDP, fluorescence | Potency, µM (top dose mostly 114 µM), inactives show at the highest dose activity, negative = inhibition, actives largely listed as inhibitors | 0.18% of 360,000 active | AID 720708; further: potency means the concentration at half of the fitted maximal effect; on the % scale 0 is the no-effect control and ±100 the full control effect; nearly all actives have a fitted effect of over 45% in size; many of its hits are not listed in these tables
Target sequence (Q8WZA2 whole entry, looked up): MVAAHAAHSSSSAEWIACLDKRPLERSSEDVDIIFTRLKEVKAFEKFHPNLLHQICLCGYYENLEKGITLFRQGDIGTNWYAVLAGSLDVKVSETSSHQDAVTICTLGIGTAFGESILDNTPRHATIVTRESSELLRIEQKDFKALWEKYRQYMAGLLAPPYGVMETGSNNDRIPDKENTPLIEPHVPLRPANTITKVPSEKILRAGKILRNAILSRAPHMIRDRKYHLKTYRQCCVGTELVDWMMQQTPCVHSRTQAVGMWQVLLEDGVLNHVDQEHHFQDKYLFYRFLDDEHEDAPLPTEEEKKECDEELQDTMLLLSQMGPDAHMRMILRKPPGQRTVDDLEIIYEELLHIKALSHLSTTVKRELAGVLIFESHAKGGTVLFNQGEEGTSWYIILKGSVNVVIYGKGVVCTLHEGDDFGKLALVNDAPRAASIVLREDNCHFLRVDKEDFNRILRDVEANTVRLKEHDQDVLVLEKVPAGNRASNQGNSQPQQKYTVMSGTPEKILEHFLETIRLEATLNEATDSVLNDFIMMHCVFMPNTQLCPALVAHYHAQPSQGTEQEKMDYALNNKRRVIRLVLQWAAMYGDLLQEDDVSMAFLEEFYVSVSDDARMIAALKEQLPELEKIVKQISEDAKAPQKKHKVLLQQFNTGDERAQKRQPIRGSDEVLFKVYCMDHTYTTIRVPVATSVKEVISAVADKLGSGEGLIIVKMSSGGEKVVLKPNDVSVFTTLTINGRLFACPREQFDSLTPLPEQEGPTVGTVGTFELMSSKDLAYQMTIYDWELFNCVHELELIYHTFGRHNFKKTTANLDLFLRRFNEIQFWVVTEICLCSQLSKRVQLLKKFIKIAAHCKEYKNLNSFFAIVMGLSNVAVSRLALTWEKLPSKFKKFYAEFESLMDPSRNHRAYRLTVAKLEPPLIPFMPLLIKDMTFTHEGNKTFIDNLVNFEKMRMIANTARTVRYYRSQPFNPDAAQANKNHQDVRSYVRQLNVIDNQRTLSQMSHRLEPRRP
DRD3 agonist: activates the human D3 dopamine receptor; P35462; D3R DiscoveRx beta-arrestin cells, luminescence, 90 min; 0.58% of 410,000 active; max activation, %; in the data active means max activation above about 30%; further: 0% is about no effect; mostly tested at two doses, the higher about 12 µM
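Agonist-mode cell screen: cells plated at 1500/well and incubated overnight at 37 °C, then exposed to library compounds for 90 min at 37 °C. Detection reagent was added for 30–60 min at room temperature, and luminescence was read.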
TDP43 rescue: TDP-43 toxicity inhibition in yeast; TDP-43 expressing yeast growth rescue, BacTiter-Glo, 24 h; Potency, µM (titrated, usually from 46.1 µM), inactives show at the top dose growth rescue (activation), usual class: activators; 1.8% of 410,000 active; further: potency means the concentration at half of the fitted maximal effect; % of control where 0% means no effect; nearly all actives have a fitted effect of over 50% in size
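Readout is BacTiter-Glo luminescence of cell growth, so inhibitors register as activators. TDP-43-expressing yeast at OD600=0.02 in galactose medium, after raffinose pregrowth to mid-log, were incubated with compound for 24 hr at 30 deg C.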
Abeta yeast res: A-beta toxicity reversal in yeast; yeast expressing A-beta42, growth rescue, OD600, 48 h; response scale: 0% DMSO, 100% iron-clioquinol control; Potency, µM (series often up to 46.1 µM), for the others: top-dose growth rescue, hits mostly activators; 0.063% of 410,000 active; AID 1347071; further: potency means the concentration at half of the fitted maximal effect; nearly all actives have a fitted effect of over 55% in size
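Yeast A-beta toxicity model in growth medium with pinned compounds, 48 h at 30 C; growth read as absorbance at 600 nm. Normalized to FeCl3/clioquinol equimolar mix (positive) and DMSO (negative).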
EPAC2 agonist: agonists of human EPAC2 (RAPGEF4); Q8WZA2; EPAC2 activation, biochemical qHTS; response scale: 100% = 6.5 mM cAMP response; Potency, µM (top dose mostly 154 µM), without a hit: top-dose activation, most hits filed as activators; 0.079% of 360,000 active; further: potency means the concentration at half of the fitted maximal effect; nearly all actives have a fitted effect of over 50% in size
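Readout is BODIPY fluorescence (480 nm excitation, 540 nm emission), which falls as labeled GDP is exchanged off Rap1B. EPAC2 at 100 nM acted on 250 nM RAP1B-BODIPY-GDP with 50 uM GDP present.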
aSyn rescue: rescues yeast growth from alpha-synuclein toxicity. Yeast expressing alpha-synuclein, growth rescue, BacTiter-Glo, 24 h. Potency, µM (series often up to 46.1 µM), for inactives: at the highest dose growth rescue (activation), actives largely listed as activators. 0.14% of 370,000 active. AID 652106; further: potency means the concentration at half of the fitted maximal effect; % of control where 0% means no effect; nearly all actives have a fitted effect of over 65% in size
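Readout is rescue of growth in alpha-synuclein-expressing yeast, so inhibitors of toxicity appear as activators. Growth after 24 hr at 30 deg C in galactose medium is quantified by luminescence.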
DRD3 antagonist: blocks the human D3 dopamine receptor. P35462. D3R cells, DiscoveRx beta-arrestin luminescence, antagonist mode; stronger effect = lower value. max response, negative = inhibition, %. 2.5% of 360,000 active; in the data active means max response below about -50%; inconclusive means no clear call, values can overlap the other calls; further: on the % scale 0 is the no-effect control and ±100 the full control effect; mostly tested at two doses, the higher about 12 µM
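Cells expressing the human receptor were seeded at 1500 cells/well, incubated overnight at 37 degrees C in 5% CO2, then exposed to library compounds with dopamine controls for 90 minutes at 37 degrees C before luminescent detection.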
FUS yeast rescue: rescues growth of FUS-expressing yeast | 0.24% of 390,000 active | S. cerevisiae FUS-expressing, growth rescue, OD600, 24 h | Potency, µM (highest dose often 76.6 µM), for inactives: at the highest dose growth rescue (activation), hits mostly activators | AID 1347120;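 further: potency means the concentration at half of the fitted maximal effect; plate controls were DMSO vehicle for no effect and reference control for full effect; nearly all actives have a fitted effect of over 55% in size; some results filed as inactive show a strong effect at the top dose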
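Absorbance at 600 nm, taken 24hr after compound addition, measured rescue of FUS-yeast growth at 30C. Induction used 2% galactose with seeding at OD 0.005. Controls: CP55940 from 92uM final, DMSO only.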
The depositor's hits bear a star; ? = inconclusive; . = no result given; & = joins results of further samples; [ ] = dose if it differs, or a comment. Unless noted, the call rests on the fitted dose curve; in most records, active means well fitted curve in the direction sought with a large enough effect; inconclusive means small, poorly fitted or top-dose-only effect, or another doubt; inactive means no such curve, though single readings can be large; an effect the other way counts as inactive or inconclusive.

SMILES	EPAC2 antagonist	DRD3 agonist	TDP43 rescue	Abeta yeast res	EPAC2 agonist	aSyn rescue	DRD3 antagonist	FUS yeast rescue
CCOc1ccccc1NC(=O)C(c1ccccc1)N1CCN(CC(=O)N2CCOCC2)CC1 (stereo not given)	1%	1	13%	2%	0%	2%	5	-14%
COc1ccccc1/C=N/NC(=O)c1ccc(Br)cc1	1%	-8	-6%[0.397 µM]	0%	10%	-2%	?	23%
Cc1cc(N2CC34C=CC(O3)C(C(=O)O)C4C2=O)no1 (stereo not given)	18%	-9	-13%	-28%	3%	0%	-16	6%
COc1ccc(C)cc1NC(=O)N1CCCc2ccccc21	-22%	-5	-19%[0.397 µM]	-7%	11%	1%	-2	11%
O=C(COC(=O)c1cc[n+]([O-])cc1)Nc1c(Cl)cccc1C(F)(F)F	10%	22	6%	-5%	4%	1%	5	-10%
CN(C)C(=O)C12CCC(C)(C(=O)C1Br)C2(C)C (stereo not given)	-9%	5	13%	-1%	6%	8%	7	-13%
COc1ccccc1CN1CCC(CNC(=O)c2cnn(-c3ccc(C)c(C)c3)c2C2CCN(C(=O)OC(C)(C)C)CC2)CC1	.	-16	1%	6%	.	.	.	?
Cn1cnc(S(=O)(=O)N2CCCC(C(=O)NCc3ccc(F)cc3)C2)c1 (stereo not given)	.	10	18%	-8%	.	.	.	-18%
O=C(/C=C/c1cccs1)N1CCN(c2ccc(F)cc2)CC1	-26%	4	1%	2%	-8%	11%	18	-14%
O=C(CSc1nc2c(oc3ccccc32)c(=O)n1CC1CCCO1)NCc1ccccc1 (stereo not given)	8%	6	13%	5%	-9%	1%	3	-29%
O=C(Nc1cc(S(=O)(=O)Nc2ccc(Cl)cc2)ccc1O)c1ccc(F)cc1F	-1%	6	-4%	4%	3%	-1%	-60*	.
O=[N+]([O-])c1ccc(NCc2ccccc2N2CCC(CO)CC2)nc1	15%	-9	-12%	-19%	2%	-1%	-22	-26%
COc1ccc(C(O)c2nc(-c3ccncc3)cs2)cc1 (stereo not given)	-18%	2	?	-3%	9%	7%	16	-5%
O=C(O)C1Cc2ccccc2CN1S(=O)(=O)c1ccccc1 (stereo not given)	2%	5	-1%	-7%	3%	-5%	4	12%
CCOC(=O)C(C(=O)OCC)C1CS(=O)(=O)CC1C(C(=O)OCC)C(=O)OCC (stereo not given)	-4%	1	15%	15%	5%	2%	6	22%
COc1cc(CC(=O)Nc2ccc(N3CCOCC3)cc2)cc(OC)c1OC	4%	-9	15%	-2%	10%	-5%	-6	-8%
CN(C)C(=O)Oc1cccc([N+](C)(C)C)c1	12%&-8%	9&20&1	1%&23%	0%&0%	0%&8%	-10%&-1%&3%	27&30	-48%&-27%
COc1ccc(Cl)cc1CC1(C)C(=O)Nc2ccc(S(=O)(=O)NC3CCCCC3)cc21 (stereo not given)	15%	1	19%	0%	1%	-1%	9	34%
CC(=O)N1CSCC1C(=O)NNS(=O)(=O)c1ccccc1 (stereo not given)	1%	8	-17%	-3%	2%	-2%	3	-5%
Cc1ccc(C(=O)N2CCCC(C(=O)c3ccc(Oc4ccccc4)cc3)C2)cn1 (stereo not given)	4%	3	13%	-41%[inhibitor]	16%	-1%	1	11%
CCN(CC)Cc1ccccc1Sc1ccccc1	-25%	-9	-3%	-6%	4%	2%	-9	9%
CCC(C)NC(=O)CSc1nc2ccccc2c(=O)n1CCCC(=O)NCC1CCCO1 (stereo not given)	15%	-3	-1%	-3%	1%	-4%	7	16%
COc1ccc(OCCC(=O)OCC(=O)NC(=O)NC(C)(C)C)cc1	-3%	4	-1%	?	-3%	6%	-9	15%
COc1ccc(NC(=O)CSc2nc3ccccc3n2CC(=O)NCc2ccc(F)cc2)cc1	.	-15	16%	-14%	.	.	.	2%
CCSc1nnc(NC(=O)CSc2nc(C)cc(C)n2)s1	4%	-3	8%	-6%[9.22 µM]	17%	10%	-30	-38%
CN(C)c1cccc(NC2=CC(=[N+]3CCOCC3)CC(C)(C)C2)c1	-1%	-1	-7%	2%	2%	1%	7	-1%
COc1ccc(OC)c(CN2CCN(C(=O)c3ccc(S(=O)(=O)N4CCCCCC4)cc3)CC2)c1	-19%	-1	-1%	-5%	4%	-3%	-2	-12%
CC1=Nc2ccccc2/C1=C\c1nc(-c2ccccc2)oc1O	11%	-7	?	-11%	?	-9%	-28	?
Cc1cc(C)cc(NC(=O)N2c3ccccc3NC(=O)CC2C)c1 (stereo not given)	1%	24	-18%	2%	-1%	5%	11	1%
Cc1ccc2sc(-c3ccc(NC(=O)/C=C\C(=O)O)cc3)nc2c1	-10%	1	10%	-36%	-6%	-3%	8	31%

3 entries from above, with each value named:
SMILES: COc1ccc(OC)c(CN2CCN(C(=O)c3ccc(S(=O)(=O)N4CCCCCC4)cc3)CC2)c1
  EPAC2 antagonist = -19%; DRD3 agonist = -1; TDP43 rescue = -1%; Abeta yeast res = -5%; EPAC2 agonist = 4%; aSyn rescue = -3%; DRD3 antagonist = -2; FUS yeast rescue = -12%
SMILES: CN(C)C(=O)Oc1cccc([N+](C)(C)C)c1
  EPAC2 antagonist = 12%&-8%; DRD3 agonist = 9&20&1; TDP43 rescue = 1%&23%; Abeta yeast res = 0%&0%; EPAC2 agonist = 0%&8%; aSyn rescue = -10%&-1%&3%; DRD3 antagonist = 27&30; FUS yeast rescue = -48%&-27%
SMILES: CCSc1nnc(NC(=O)CSc2nc(C)cc(C)n2)s1
  EPAC2 antagonist = 4%; DRD3 agonist = -3; TDP43 rescue = 8%; Abeta yeast res = -6%[9.22 µM]; EPAC2 agonist = 17%; aSyn rescue = 10%; DRD3 antagonist = -30; FUS yeast rescue = -38%

(next part)
SMILES	EPAC2 antagonist	DRD3 agonist	TDP43 rescue	Abeta yeast res	EPAC2 agonist	aSyn rescue	DRD3 antagonist	FUS yeast rescue
CC1CCCCC1NC(=O)NC(=O)COC(=O)c1ccc(OC(F)F)cc1 (stereo not given)	-22%	-4	23%	?	4%	23%	3	14%
COc1cccc(NC(=O)Cn2c(=O)ccc3cc(S(=O)(=O)N4CCC(C)CC4)ccc32)c1	.	-6	19%	-16%	.	-4%	.	-3%
O=C(Cc1ccccc1)N1CCN(C(=O)c2ccc([N+](=O)[O-])cc2)CC1	12%	-8	14%	-1%	-1%	6%	3	-10%
CCOC(=O)c1c(C)[nH]c(N=Nc2ccccc2)c1C	-11%	0	24%	-41%[inhibitor]	12%	-26%	-19	?
CCN(C(=O)COC(=O)c1cc2c(s1)CCC(C)C2)c1c(N)n(Cc2ccccc2)c(=O)[nH]c1=O (stereo not given)	8%	-15	15%	-6%	-12%	12%	27	15%
COc1ccc(NCc2cc3cc4c(cc3n(CC(=O)Nc3cccc(F)c3)c2=O)OCO4)cc1	.	-7	6%	-16%	.	0%	.	?
CN(CCO)c1cc(Sc2nc3ccccc3s2)c2nonc2c1[N+](=O)[O-]	2%	-37	-18%	-20%	3%	6%	-84*	17%
CC(=O)N1c2ccc(S(=O)(=O)N3CCC(C(=O)Nc4ccc(F)cc4)CC3)cc2CC1C (stereo not given)	2%	-1	-9%	7%	16%	-8%	1	23%
COc1ccc(/C=N\n2nnc3ccccc32)cc1	1%	-8	1%	3%	11%	-6%	0	36%
O=C(COC(=O)C1(c2ccccc2F)CCCC1)NCc1ccc2c(c1)OCO2	-13%	-12	16µM*	-10%	9%	19%	5	.
COc1ccc(OCC(=O)N2CCN(C(=O)c3ccc(F)cc3)CC2)cc1	-3%	7	-9%	1%	3%	-7%	-4	-10%
CCOc1ccc(S(=O)(=O)N2CCN(c3ccccc3)CC2)c2cccnc12	-5%	3	28%	-4%	8%	1%	26	26%
Cc1ccc(SCC2=NNC(=O)C2)cc1	6%	-1	?	-4%	-12%	-5%	?	27%
CC(C)C(=O)N1CCC1(C)C(=O)Nc1ccc(-n2cncn2)cc1 (stereo not given)	2%	8	15%	-6%	9%	0%	16	-23%
O=C(C[n+]1cc(-c2ccccc2)n2c1CCC2)c1cccs1	-10%	-25	-13%[9.22 µM]	-2%	3%	2%	-12	7%
COc1ccc([C@H]2CC(=O)C=C(c3cc(C)ccc3OC)C2)cc1	-12%	-9	?	0%	14%	8%	-58*	32%
O=S(Cc1cc(Oc2ccccc2)nc(-c2ccccc2)n1)c1ccccc1 (stereo not given)	-21%	-12	16%	-11%	-1%	2%	-24	28%
COc1ccc(S(=O)(=O)N2CCOC2CNC(=O)C(=O)NCCCN2CCOCC2)cc1 (stereo not given)	-2%	-3	-17%	-6%	0%	-3%	10	.
Cc1cc(NC(=O)COn2nnc3ccc(S(C)(=O)=O)cc32)ccc1Br	4%	-8	-2%	-3%	17%	1%	-26	6%
O=C(CN1C(=O)NC2(CCCC2)C1=O)Nc1ccc(F)cc1	4%[57.1 µM]	10	1%	14%	2%	1%	16	5%
COc1cc2[nH]c(=S)nc(NCCc3ccc(C)cc3)c2cc1OC	-4%	-7	6%	-28%	5%	-13%	-24	33%
Cc1cccc(CN2CCN(Cc3cnn(-c4ccccc4F)c3)CC2CCO)n1 (stereo not given)	9%	-15	1%	6%	7%	-1%	-69*	4%
CC(On1c(-c2ccccc2)nc2ccc(Cl)cc21)C(=O)O (stereo not given)	-9%	-4	-11%	4%	5%	0%	4	-3%
COc1cccc(C(=O)NCCCc2ccccc2)c1OC	6%	2	1%	-4%	5%	10%	15	7%
CCOC(=O)CC(NC(=O)C1c2ccccc2Oc2ccccc21)c1ccc(C)cc1 (stereo not given)	1%	-11	3%	-1%	0%	-4%	-11	3%
COc1ccc(-c2csc(NC(=O)C3CSC4(C)CCC(=O)N34)n2)c(OC)c1 (stereo not given)	-1%	-14	3%	18%	10%	0%	-3	36%
COc1ccc(NC(=O)CN(C)C(=O)c2ccc(NC3CC3)c([N+](=O)[O-])c2)cc1	-4%	-16	-19%	24%	5%	7%	-5	-4%
CC(C)NC(=O)C1(c2ccccc2)CCOCC1	-2%	-2	-7%	-7%	9%	1%	-11	-7%
O=C(COc1ncnc2ccccc12)NCC1CCCO1 (stereo not given)	-1%	-2	-11%	-9%	13%	-3%	-13	9%
CC1CCCC(C)N1/N=C/c1ccc(N(C)C)cc1 (stereo not given)	-2%	-13	-9%	4%	4%	1%	-18	2%
CCC1SC2=NCCN2C1(O)c1ccc(Cl)cc1 (stereo not given)	8%	-19	-23%	14%	-7%	-11%	-19	13%
Cc1ccc(C(=O)C2CCN(CC(=O)Nc3ccc(N(C)C)cc3)CC2)cc1	-3%	-63	-20%	10%	5%	-3%	-82*	31%
O=C(NCCCNC(=O)c1ccccc1)c1ccccc1	7%	-5	-5%	3%	1%	0%	-4	-2%

An excerpt, so the mix of outcomes need not match the whole.
